Assay outcomes as filed in PubChem BioAssay.
Mcl1 Bid PPI = disrupts binding of human Mcl-1 to Bid peptide. TR-FRET Mcl-1/Bid-Dy647 peptide binding, 1536-well. inhibition, % at 21.7 µM. hit rate 0.97% among 220,000. AID 1021;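 active = compounds that cut the binding signal by more than half at the single screening dose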;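 note: His-tagged Mcl-1 with europium anti-His antibody binding Bid BH3 peptide; 0% = Mcl-1 plus peptide wells and 100% = peptide-only wells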
Target sequence (Q07820 whole entry, looked up): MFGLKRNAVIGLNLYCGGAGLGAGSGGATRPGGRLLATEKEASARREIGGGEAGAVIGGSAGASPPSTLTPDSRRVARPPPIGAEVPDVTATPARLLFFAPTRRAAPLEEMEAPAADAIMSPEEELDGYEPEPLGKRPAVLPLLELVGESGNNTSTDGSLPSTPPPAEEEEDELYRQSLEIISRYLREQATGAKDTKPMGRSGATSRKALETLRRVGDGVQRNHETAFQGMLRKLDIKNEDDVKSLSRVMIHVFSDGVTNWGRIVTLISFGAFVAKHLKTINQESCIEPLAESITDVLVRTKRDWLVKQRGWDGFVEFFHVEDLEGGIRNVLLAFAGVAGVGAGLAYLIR
Mcl1 Noxa PPI = disrupts binding of human Mcl-1 to Noxa peptide | TR-FRET Mcl-1/Noxa peptide binding, 2 h | inhibition, % at 21.7 µM | AID 1022 | hit rate 1.5% among 220,000 | Q07820;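 active = compounds that cut the protein-peptide binding signal by more than 50% relative to plate controls in a single-dose test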;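 note: His-tagged Mcl-1 with rhodamine Noxa BH3 peptide and terbium anti-His antibody; 0% = Mcl-1 plus Noxa peptide wells and 100% = peptide-only wells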
Pf gametocyte = kills late stage P. falciparum gametocytes; P. falciparum stage V gametocytes, ATP luminescence, 24 h; inhibition, % at 10.9 µM; hit rate 0.065% among 150,000; AID 743093;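 active = inhibition above the mean plus 3 SD of compounds within the control limits, set per campaign, cut at about 38% in these data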;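 note: 0% = DMSO wells and 100% = medium only without gametocytes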
Cdc42 wt GTP = changes GTP binding to wildtype human Cdc42; GST-Cdc42 beads, Bodipy-GTP binding, flow cytometry; actives lie on both sides; hit rate 0.2% among 190,000; percent activity (GTP binding), % at 10 µM; P60953; AID 761;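 active = percent activity GTP binding at least 20 points away from the 100% baseline, either down as inhibitor or up as activator; inconclusive = compound flagged as likely green fluorescent from well-wide comparison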;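 note: median bead fluorescence of bound Bodipy-FL-GTP at 100 nM; 0% = excess unlabeled GTP control and 100% = no compound control; below 100% means less GTP binding so inhibitor and above means activator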
Target sequence (P60953 whole entry, looked up): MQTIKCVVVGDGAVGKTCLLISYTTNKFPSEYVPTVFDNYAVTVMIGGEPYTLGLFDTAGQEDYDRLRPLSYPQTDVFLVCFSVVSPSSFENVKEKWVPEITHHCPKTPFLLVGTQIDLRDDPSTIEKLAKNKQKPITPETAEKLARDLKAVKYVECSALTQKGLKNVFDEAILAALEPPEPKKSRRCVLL
HRas wt GTP bind = modulators of GTP binding to human HRas wildtype | AID 759 | GST-Ras wt beads, Bodipy-FL-GTP binding, flow cytometry; actives lie on both sides | P01112 | hit rate 0.14% among 190,000 | GTP binding activity, % at 10 µM;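 active = GTP binding activity at least 20% away from the 100% baseline, either lowered as inhibitor or raised as activator; inconclusive = flagged as likely green fluorescent, judged across all proteins in the well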;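 note: 0% = unlabeled GTP competition control and 100% = no-compound control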
Rac1 act GTP bind = modulators of GTP binding to human Rac1 activated mutant | hit rate 0.11% among 190,000 | percent activity (GTP binding), % at 10 µM | GST-Rac1 activated beads, fluorescent GTP binding, flow cytometry; actives lie on both sides; 100% means binding = to untreated wells | P63000;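 active = GTP binding at least 20 percentage points away from the 100% baseline, in either direction, so actives lie on both sides; inconclusive = Compound likely fluorescent itself, or too few beads counted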
Rac1 wt modul = alters GTP binding to wildtype human Rac1. P63000. GST-Rac1 beads, fluorescent GTP binding, flow cytometry; actives lie on both sides; 0 = cold GTP competed, 100 = untreated. GTP binding activity (% of control), % at 10 µM. hit rate 0.27% among 190,000. AID 757;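 active = GTP binding activity at least 20 points away from the 100% control level, either lower or higher; inconclusive = compound flagged as likely green fluorescent, judged across all proteins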
Bim-Mcl-1 = inhibitors of Bim-Mcl-1 interaction, human; hit rate 0.1% among 190,000; inhibition, % at 10 µM; Bead-based flow cytometry, Bim peptide-Mcl-1 binding; in the data active = inhibition above about 40%;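 note: 0% = no compound tracer wells and 100% = peptide blocker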
Rab2 wt GTP = changes GTP binding to wildtype dog Rab2A, up or down; P61105; GST-Rab2 wt beads, Bodipy-GTP binding, flow cytometry; GTP binding activity, % at 10 µM; hit rate 0.19% among 190,000; AID 760;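 active = GTP binding activity at least 20 points away from 100%, either lowered or raised; inconclusive = signal likely due to the compound's own green fluorescence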;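 note: 0% = beads with excess unlabeled GTP and 100% = no-compound control corrected for plate trend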
RGS8-Gao reg = human RGS8-Galphao interaction regulation | P09471 | multiplexed bead flow cytometry, RGS8-Galphao binding; actives lie on both sides | response (percent of control binding), % at 10 µM | hit rate 0.34% among 220,000; in the data active = response below about 60% or above about 140%; inactive = in between;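 note: Galphao activated as the GDP aluminium fluoride complex binding bead-coupled RGS8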
Target sequence (P09471 whole entry, looked up): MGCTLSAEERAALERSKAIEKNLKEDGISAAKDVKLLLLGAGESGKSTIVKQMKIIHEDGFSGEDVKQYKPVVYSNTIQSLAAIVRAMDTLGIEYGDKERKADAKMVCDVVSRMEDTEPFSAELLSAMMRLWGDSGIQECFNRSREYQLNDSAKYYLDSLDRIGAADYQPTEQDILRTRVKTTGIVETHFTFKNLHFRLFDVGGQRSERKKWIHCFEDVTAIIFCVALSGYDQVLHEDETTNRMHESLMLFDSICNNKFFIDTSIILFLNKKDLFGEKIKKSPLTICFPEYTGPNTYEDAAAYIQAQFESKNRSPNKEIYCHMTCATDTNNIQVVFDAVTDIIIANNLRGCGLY
Rab7 wt GTP bind = modulators of GTP binding to dog Rab7 wildtype GTPase; GST-Rab7 beads, fluorescent GTP binding, flow cytometry; actives lie on both sides; untreated = 100%, excess cold GTP = 0%; GTP binding activity (percent of control), % at 10 µM; hit rate 0.055% among 190,000;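 active = fluorescent GTP binding to Rab7 beads changed by at least 20 points from the 100% baseline, either direction, mostly lower; inconclusive = compound itself probably fluorescent, or too few beads counted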;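 note: median green fluorescence of bound Bodipy-FL-GTP per Rab7 bead population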
Starred values were filed as active, the others as inactive; u = inconclusive; x = no result given. Not a hit list (roughly 2.9% active in at least one column).

SMILES	Mcl1 Bid PPI	Mcl1 Noxa PPI	Pf gametocyte	Cdc42 wt GTP	HRas wt GTP bind	Rac1 act GTP bind	Rac1 wt modul	Bim-Mcl-1	Rab2 wt GTP	RGS8-Gao reg	Rab7 wt GTP bind
C#Cc1ccc([C@H]2C=C(C(=O)O)O[C@@H](OCc3ccc(CO)cc3)C2)cc1	51*	7	-17	81	86	83	86	-2	83	103	97
Cc1ccc(S(=O)(=O)N2CCN(C(=O)c3ccc(OCc4c(C)noc4C)cc3)CC2)cc1	10	23	x	98	99	96	97	-3	99	103	99
CCn1c(SCC(=O)Nc2c(C)n(C)n(-c3ccccc3)c2=O)nc2c1c(=O)n(C)c(=O)n2C	-11	3	x	93	93	92	94	-6	93	109	93
CC(C)Cc1cc(C(=O)N2CCCC(CCC(=O)N(C)CCc3ccccn3)C2)no1 (stereo not given)	-26	-2	0	91	95	96	99	-1	96	101	95
COc1ccc(C(=O)Cc2nnc(C)s2)cc1	-3	0	-3	103	98	97	103	-3	100	104	95
N#CC(c1ccc(Cl)nn1)c1c(F)cccc1Cl (stereo not given)	-19	9	9	97	98	97	99	0	99	100	104
c1ccc(Cc2nnc(Sc3ccccc3)c3ccccc23)cc1	-31	-3	x	103	103	99	104	-1	100	101	100
CCC(=O)N1CCN(c2ccccc2NC(=O)c2cccc(C)c2)CC1	-13	-11	10	107	103	99	107	-2	101	102	100
CCCOc1ccc(C(=O)NCC(c2ccco2)N(C)C)cc1OC (stereo not given)	95*	-11	x	99	98	98	102	-5	98	104	100
CCCOc1ccc(N2C(=O)CC(NCc3cccs3)C2=O)cc1 (stereo not given)	-17	11	x	101	101	99	104	0	102	107	101
CC(=O)c1cccc(NC(=O)N2CCCc3ccccc32)c1	-12	-5	x	99	99	97	102	-4	98	102	100
CCOC(=O)C1CCN(C(=O)CN(c2ccc(Cl)c(C(F)(F)F)c2)S(C)(=O)=O)CC1	2	-6	x	98	99	97	102	0	100	100	100
COC(=O)c1ccccc1Oc1c(F)c(F)nc(N2CCOCC2)c1F	-18	14	x	95	96	90	95	-2	97	102	102
O=C(CC1SCCNC1=O)Nc1ccccc1Cl (stereo not given)	-18	0	x	95	98	93	98	-1	99	104	105
Cc1nc(CS(=O)c2ccccc2)cc(N2CCOCC2)n1 (stereo not given)	-2	12	x	93	95	92	94	-2	94	101	95
CCOC(=O)c1ccc(NC(=O)N2CCN(c3ccccn3)CC2)cc1	-11	-13	x	108	105	102	105	-2	105	98	102
Cc1ccc(CNC(=O)C(=O)Nc2nccs2)cc1	-7	15	5	98	99	94	101	-2	98	97	105
O=C(CCc1nc(-c2ccccc2)no1)NCc1cccnc1	5	10	x	98	99	97	103	-3	98	102	101
S=C(Nc1ccc(Br)cc1)N1CCN(C2CCCCC2)CC1	-11	-12	x	95	97	94	96	-2	96	102	97
COc1cc(C2NC(=O)NC(c3ccccc3)=C2C(C)=O)cc(Cl)c1OCC(=O)O (stereo not given)	-9	-6	6	91	96	93	94	-1	95	129	98
CN(C)c1ccc(/C=C/c2nc3ccccc3s2)cc1	-4	17	x	105	103	101	103	-4	101	98	102
COc1cc(N2CCCC2)c(OC)cc1/C=C(/C#N)c1ccc(F)cc1	-5	72*	x	u	u	u	u	-9	u	103	u
COCCn1c(=O)[nH]c2cc(C(=O)NCc3ccccc3)ccc2c1=O	14	9	x	103	100	101	104	-1	99	99	98
N/C(=N\OC(=O)CCCc1ccccc1)c1cccc([N+](=O)[O-])c1	1	5	1	101	100	98	100	-5	99	74	99
O/N=C1\CCCc2oc3c(c21)CCCC3	-29	6	-4	96	96	92	94	-2	93	102	95
C/C(=N\NC(=O)CSCc1cccc(Br)c1)c1ccc([N+](=O)[O-])cc1	-3	-2	-8	105	103	99	101	-3	102	101	97
CCN(CC)C(=O)CSc1nc(C)cc(-c2cccs2)c1C#N	-15	20	x	100	98	97	98	-5	97	110	95
O=C(NCC(c1cccnc1)N1CCN(c2ccc(F)cc2)CC1)c1cccc(Cl)c1 (stereo not given)	-37	-7	x	103	102	98	104	-4	102	99	104
CCOC(=O)N1CCN(C(=O)COc2cc(C)c(Cl)c(C)c2)CC1	3	11	x	90	96	95	96	-4	94	93	99
CCC(=O)Nc1nc2ccccc2n1CCN1CCOCC1	-16	-13	-15	104	100	103	103	-2	103	106	82
Cc1nc(N2CCCCC2C)c2c(C)c(C(=O)Nc3ccccc3C(F)(F)F)sc2n1 (stereo not given)	-14	16	-9	95	94	94	96	0	95	109	96
CC(=O)c1ncnn1CC(=O)c1ccc(Cl)cc1Cl	-12	13	-16	100	101	101	105	-1	100	98	97
O=C1NC2(Nc3ccccc31)C(=O)Nc1ccccc12 (stereo not given)	-12	3	x	98	99	100	96	0	99	100	101
O=C(COc1ccccc1)N1CCNC1=O	-7	3	-2	103	102	101	104	-10	103	97	102
COc1ccc(CNC(=O)C(C#N)c2nc3ccccc3nc2N2CCN(C)CC2)cc1 (stereo not given)	-59	20	x	103	100	98	97	-3	99	100	95
Cc1cc(NC(=O)CSCc2ccc([N+](=O)[O-])cc2)no1	-32	25	15	101	100	97	102	0	100	98	105
Cc1cc(C)cc(Oc2ccc(C(F)(F)F)cc2C#N)c1	0	9	15	97	96	95	99	-2	94	93	98
CN(C)c1ccc(C(CC(=O)O)C(=O)O)cc1 (stereo not given)	-63	12	7	96	101	98	102	-1	96	93	103
CCc1cccc(C)c1NC(=O)C(c1ccccc1)N1CCC1=O (stereo not given)	-9	23	x	100	100	99	104	-4	101	95	97
Cc1cc(C)c(C)c(C(=O)CSc2nnc(C)c(=O)[nH]2)c1C	-29	-7	x	100	101	98	102	-1	100	108	96
CCCC(CCC)C(=O)Nc1ccncc1	-11	-6	14	93	96	93	93	-1	95	116	94
Cc1ccc(C)c(S(=O)(=O)N2CC(=O)N(CCc3ccccc3)C(=O)C2)c1	-9	16	-24	101	99	100	108	-2	98	106	94
CC(=O)NCCSC(=O)c1ccc(F)cc1	-1	11	x	98	101	97	94	0	98	105	95
CN(C)CCN(Cc1ccco1)C(=O)c1cc2c(Cl)nc3ccccc3c2s1	-6	-8	3	94	94	95	94	0	96	101	97
CC(C)COc1ccc(C(=O)Nc2ccccc2[N+](=O)[O-])cc1	3	7	12	103	100	99	102	0	101	100	100
CCC(=O)N1CCc2cc(Br)cc(S(=O)(=O)CCC(=O)NCCOC)c21	6	5	x	101	100	98	102	0	97	101	94
CC1=C(C(=O)OCc2ccccc2)C(c2cccs2)NC(=O)N1CCCC(=O)O (stereo not given)	21	-5	x	101	101	97	104	-1	101	104	102
C=C(C)CC(c1ccccc1)N(C(C)=O)c1ccco1 (stereo not given)	-11	7	1	93	98	98	100	0	100	99	107
COc1cccc(C(=O)N(CN2CCCC2=O)c2ccccc2OC)c1	-5	-13	-13	104	103	100	100	-1	103	98	96
CCCCCC(=O)Nc1ccc(N2CCN(CC)CC2)c(Cl)c1	-13	24	x	100	99	98	102	-3	100	101	100

(further entries)
SMILES	Mcl1 Bid PPI	Mcl1 Noxa PPI	Pf gametocyte	Cdc42 wt GTP	HRas wt GTP bind	Rac1 act GTP bind	Rac1 wt modul	Bim-Mcl-1	Rab2 wt GTP	RGS8-Gao reg	Rab7 wt GTP bind
O=C(Cn1sc2ccccc2c1=O)NC12CC3CC(CC(C3)C1)C2	32	53*	x	99	102	98	97	-15	99	80	96
O=C(c1cccc(-n2cnnn2)c1)N1CCOCC1	0	-6	x	90	92	90	91	-2	90	100	93
CCCNC(=O)N1CCN(C(=O)NCCC)CC1	14	30	x	102	103	100	103	3	99	101	99
CCn1c(/C=N/NC(=O)c2ccc(OC)cc2)nc2ccccc21	-3	-17	-13	100	99	97	104	-4	99	107	101
O=C(COC(=O)c1ccc(O)cc1)NCC1CCCO1 (stereo not given)	-23	-12	6	94	97	93	91	-4	96	98	101
CCOc1ccc(C(=O)Nc2nnc(C(C)C)s2)cc1OCC	5	7	x	99	97	97	95	-5	98	109	96
COc1ccc(C(=O)NC(=S)N2CCC(C)CC2)cc1	5	12	-12	101	101	98	102	-1	100	101	103
CCCS(=O)(=O)N1CCC(C(=O)NCCc2ccc(OC)c(OC)c2)CC1	-23	-28	x	99	102	100	102	2	98	99	100
Cn1c(=O)c2[nH]c(-c3ccccc3)c(O)c2n(C)c1=O	-70	27	1	97	98	97	102	-2	99	102	100
CCN(CC)CCNC(=S)Nc1ccc2nc(N3CCCC3)cc(C)c2c1	-7	-7	2	92	93	95	99	-5	94	98	99
CC(C)C(=O)Nc1cccc(-c2nc3ccccc3o2)c1	-5	-5	-22	103	102	101	104	-5	101	102	101
Fc1cnc(N2CCN(c3ccccc3)CC2)nc1N1CCN(c2ccccc2)CC1	-8	6	9	98	98	92	103	-2	97	100	96
Cc1ccc(-c2cc(C(=O)NCc3cn(C)nc3C)c3cc(Br)ccc3n2)cc1	57*	36	-15	104	99	98	104	-35	97	99	96
CCNc1nc(OC)nc(SCC(=O)Nc2ccccc2)n1	-15	14	6	107	98	100	101	0	100	98	107
Cc1cc(N2CCC(C(=O)NC3CC3)CC2)nc(-c2ccccc2)n1	-32	11	x	100	103	96	102	-2	101	103	104
CC(=O)Nc1ccc(NC(=O)Cc2sc(-c3cccnc3)nc2-c2ccc(C)cc2)cc1	-17	28	x	97	98	97	100	-2	98	99	102
CCOC(=O)c1sc2ccc(S(=O)(=O)N3CCCCC3)cc2c1N	-5	17	3	98	99	100	102	-4	100	99	103
CCOC(=O)C1CCN(C(=O)CCc2ccccc2)CC1	1	10	10	u	u	u	u	-1	u	102	u
Cc1cccc(N(C(=O)c2sc(C)nc2C)C(C(=O)NCc2ccco2)c2ccccc2)c1 (stereo not given)	12	6	x	98	97	94	93	-1	95	104	95
O=c1[nH]c(Cc2ccccn2)nc2scc(-c3ccc(Cl)cc3)c12	-14	-1	x	94	100	96	99	1	102	97	104
COc1cccc(CN2CCN(C(=S)NCc3ccc(Cl)cc3)CC2)c1	-43	0	-32	92	95	94	85	4	92	105	99
CCCCNc1cc(NC(C)=O)cc2cc(OC)c(OC)cc12	x	x	x	104	107	103	106	7	108	96	104
COC(=O)c1cc(Oc2ccc(C(=O)OC)cc2N)cc(C(=O)OC)c1	-15	2	x	94	96	94	96	0	97	103	97
COc1cccc(N2C(=O)C3CCCN3C2c2ccc(F)cc2)c1 (stereo not given)	-8	5	x	103	102	98	104	-3	102	104	101
COc1cccc(-n2nnnc2SCC(=O)NCc2ccco2)c1	-28	8	8	97	96	95	98	-2	96	94	95
